# NR2F2 inh: NR2F2 transcriptional activity inhibitors, primary screen, cell-based, luciferase reporter, HEK293T, luminescence; COUP transcription factor 2 (Homo sapiens), P24468; HEK293T NGFI-A luciferase reporter; inhibition, % at 8.6 µM; actives 0.7% (n = 370,000); AID 686940, 2013;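 active means inhibition above a per-plate cutoff, mean inhibition of test wells between control levels plus 3 SD, cut at about 38% in these data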;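 further: cells cotransfected with COUP-TFII expression vector driving the NGFI-A reporter; 0% = median of COUP-TF2 test wells and 100% = reporter-only cells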
# Target sequence (P24468 whole entry, looked up): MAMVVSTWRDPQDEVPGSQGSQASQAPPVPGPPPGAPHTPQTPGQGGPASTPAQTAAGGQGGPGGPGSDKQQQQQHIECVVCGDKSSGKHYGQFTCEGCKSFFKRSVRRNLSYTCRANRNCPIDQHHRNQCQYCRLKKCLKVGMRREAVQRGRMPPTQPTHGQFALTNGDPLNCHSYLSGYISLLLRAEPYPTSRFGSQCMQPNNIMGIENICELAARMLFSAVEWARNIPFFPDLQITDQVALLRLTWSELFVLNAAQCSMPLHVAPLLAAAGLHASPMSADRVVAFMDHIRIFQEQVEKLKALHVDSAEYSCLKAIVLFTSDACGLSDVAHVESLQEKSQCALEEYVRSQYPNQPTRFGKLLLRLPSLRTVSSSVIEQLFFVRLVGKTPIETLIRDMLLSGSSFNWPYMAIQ
# EBV LMP1 NFkB: EBV LMP1-driven NF-kappaB luciferase reporter inhibitors, primary screen, cell-based, luminescence, single point | actives 0.69% (n = 350,000) | inhibition, % at 12.5 µM | LMP1-induced NF-kappaB luciferase reporter cells; in the data active means inhibition above about 41%;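 further: 0% = neutral control wells and 100% = reference inhibitor control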
# TROY signal inh: inhibitors of TROY-driven NF-kB signaling, primary screen, Q293 LMP1-TROYcd cells, NF-kB luciferase, uHTS | Q293 LMP1-TROYcd NF-kB luciferase reporter, 4 h | inhibition, % at 10 µM | actives 0.98% (n = 360,000) | AID 1347056, 2019;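 active means compounds whose plate-normalised and pattern-corrected inhibition of the luciferase reporter signal at the single screening dose is 50% or more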
# TWEAK-Fn14 inh: inhibitors of TWEAK-Fn14 signaling, primary screen, luciferase reporter cells, uHTS; TWEAK-stimulated Fn14 reporter cells, luciferase luminescence, 8 h; inhibition, % at 10 µM; actives 2% (n = 360,000); AID 1159606, 2016; in the data active means inhibition above about 50%
# NR5A2 inv ag: LRH-1 (NR5A2) inverse agonists, primary screen, cell-based, luminescence, HEK293T, StAR-luciferase reporter; LRH-1 transfected, 24 h; inhibition, % at 3.6 µM; actives 0.13% (n = 360,000); AID 602396, 2012;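 active means inhibition above the mean inhibition of all tested compounds plus 3 SD, cut at about 73% in these data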;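 further: 0% = DMSO wells and 100% = reporter-only cells lacking LRH-1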
# Target sequence (O00482 whole entry, looked up): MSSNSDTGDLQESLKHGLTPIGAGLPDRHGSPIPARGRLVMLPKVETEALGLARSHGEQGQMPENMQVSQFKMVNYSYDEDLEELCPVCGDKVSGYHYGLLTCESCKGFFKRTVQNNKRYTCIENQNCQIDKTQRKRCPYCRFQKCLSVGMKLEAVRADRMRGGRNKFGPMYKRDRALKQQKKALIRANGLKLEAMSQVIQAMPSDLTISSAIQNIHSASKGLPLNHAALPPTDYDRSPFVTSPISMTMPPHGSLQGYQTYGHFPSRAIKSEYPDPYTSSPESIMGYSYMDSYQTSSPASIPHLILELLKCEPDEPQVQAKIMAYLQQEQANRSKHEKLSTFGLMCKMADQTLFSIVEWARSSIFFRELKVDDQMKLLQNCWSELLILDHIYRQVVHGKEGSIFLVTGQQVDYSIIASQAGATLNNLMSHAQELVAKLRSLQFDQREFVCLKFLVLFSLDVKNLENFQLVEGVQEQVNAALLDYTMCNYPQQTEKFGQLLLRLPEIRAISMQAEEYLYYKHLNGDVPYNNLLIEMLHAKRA
# Shn3 3UTR inh: reduction of Shn3 3'UTR firefly luciferase signal, primary screen, Schnurri-3 inhibitor project, cell-based, Clone20 osteoblasts, set 2; Clone20 osteoblast Shn3 3'UTR firefly luciferase, 24 h; inhibition, % at 12.5 µM; actives 0.52% (n = 360,000); AID 588674, 2011;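 active means mean inhibition of at least 75% with every replicate also reaching 75%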;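 further: 0% = median of neutral control wells and 100% = pilot-screen positive control compound; some compounds past the cut are filed as inactive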
# CF NFkB block: inhibitors of PAF-induced NF-kB signaling, primary screen, cell-based, GFP fluorescence, uHTS; KKLEB NF-kB-GFP reporter, GFP fluorescence overnight; inhibition, % at 5 µM; actives 0.86% (n = 360,000);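 active means at least 50% inhibition at 5 µM, scaled per plate between neutral and stimulator controls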;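 further: PAF is a Pseudomonas aeruginosa culture filtrate used as stimulus; plate controls were PAF-stimulated DMSO wells for no effect and unstimulated DMSO wells for full effect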
# SRC3 inh: SRC3 coactivator transcriptional activity inhibitors, primary screen, cell-based, luminescence; inhibition, % at 3.6 µM; actives 0.17% (n = 360,000); Nuclear receptor coactivator 3 (Homo sapiens), Q9Y6Q9; HEK293 GAL4-SRC3 luciferase reporter; AID 588352, 2011;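 active means inhibition above a per-campaign cutoff, the mean of all compounds plus 3 SD, cut at about 60% in these data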;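 further: 0% = DMSO-treated cells and 100% = gossypol-treated cells at 36 µM; higher means less SRC3-driven luciferase light from the GAL4 reporter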
# TRAIL sens C8: viability loss with TRAIL in NB7+C8 cells, primary screen, TRAIL sensitizer project, cell-based, ATPlite luminescence. actives 1% (n = 360,000). inhibition (viability loss, TRAIL sensitization), % at 10 µM;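 active means compounds causing at least 50% loss of cell viability in the single-dose screen, relative to plate controls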
# KKLEB tox: cytotoxicity in KKLEB CF airway cells, primary screen, cytotoxicity control for CF NF-kB inhibitor project, cell-based, uHTS, fluorescence assay plates; KKLEB CF airway cells viability, ATPlite luminescence, overnight; hits give low values; cells stimulated with P. aeruginosa culture filtrate; activity change (cytotoxicity), % at 5 µM; actives 0.36% (n = 360,000); AID 602141, 2011;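 active means corrected activity change at or below -50% at 5 µM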
# NCOA1 inh: SRC1 coactivator transcriptional activity inhibitors, primary screen, cell-based, luminescence; Nuclear receptor coactivator 1 (Homo sapiens), Q15788; HEK293 GAL4-SRC1 luciferase reporter; inhibition, % at 3.6 µM; actives 0.12% (n = 360,000); AID 588354, 2011;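 active means inhibition above the campaign mean plus 3 SD, with each screening campaign given its own cutoff, cut at about 60% in these data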;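 further: 0% = DMSO treated cells and 100% = gossypol at 36 µM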
# The depositor's hits bear a star; . = not tested or not shown.
# The line under a structure holds: NR2F2 inh	EBV LMP1 NFkB	TROY signal inh	TWEAK-Fn14 inh	NR5A2 inv ag	Shn3 3UTR inh	CF NFkB block	SRC3 inh	TRAIL sens C8	KKLEB tox	NCOA1 inh
- C[C@@H]1CN([C@@H](C)CO)S(=O)(=O)c2ccc(-c3ccc(C(=O)N(C)C)cc3)cc2O[C@@H]1CN(C)Cc1ccccc1C(=O)O
    -7	-6	-2	5	-3	3	-10	2	-18	17	-1
- CCCCCOc1ccc(C(=O)NCC2(c3ccccc3)CCOCC2)cc1
    1	4	4	10	20	22	4	18	-1	-11	1
- C=CCOC(=O)C1=C(C)NC(=O)NC1C1CC=CCC1 (stereo not given)
    7	3	0	-8	-3	28	-8	0	-6	0	-1
- CCOC(=O)CCC(=O)N1CCOCCN(C(=O)CCC(=O)OCC)CCOCC1
    0	1	13	-8	-2	3	-10	7	18	2	-16
- CN1C(=O)CC(=O)N(C)c2cc(S(=O)(=O)N(C)Cc3ccccc3)ccc21
    -2	-1	15	1	-1	-4	11	-18	5	-28	-12
- O=C(/C=C/c1ccccc1)Nc1ccc(Br)cn1
    -39	-33	-38	12	-77	-82	-2	-73	-8	-14	-113
- CCOC(=O)C1(Cc2cccc(Cl)c2)CCCN(C(=O)c2cc(C)[nH]n2)C1 (stereo not given)
    -17	7	28	-6	-11	8	-5	6	-1	11	11
- CCN(C(=O)c1ccc(=O)n(C)n1)c1c(N)n(Cc2ccccc2)c(=O)[nH]c1=O
    9	2	-10	9	-7	-30	-16	0	-10	-2	-7
- O=C(N/N=C/c1cccc([N+](=O)[O-])c1)c1nc2ccccc2c(=O)[nH]1
    3	-1	-3	-14	-13	-38	11	-25	-9	5	-107
- O=C(CSc1ncn[nH]1)N1CCCCC1
    -2	-5	2	-1	9	-107	-9	8	-9	5	-14
- C[C@H](O)CNC(=O)c1[nH]cnc1C(=O)Nc1ccc(CNC(=O)OC(C)(C)C)cc1
    2	7	6	-7	2	0	-44	-11	8	6	1
- O=C(COc1ccc(Cl)cc1)NCCS(=O)(=O)N1CCN(c2ccccc2F)CC1
    9	-6	9	7	-4	8	4	-6	0	-10	1
- COC(=O)c1cc(C(=O)c2cc(F)ccc2O)cn2c(=O)c3c(C)c(C)sc3nc12
    8	-6	33	37	0	-7	-1	0	12	-5	-7
- O=C(NCc1ccc(F)cc1)C(c1ccc(F)cc1)N(C(=O)c1csnn1)C1CC1 (stereo not given)
    25	-2	-1	17	-19	7	8	13	9	4	1
- Cc1nc2c(=O)[nH]c3ccccc3c2o1
    13	11	11	2	6	0	-3	16	-5	-8	0
- CCOc1ccccc1OCCCC(=O)Nc1ccc(Cl)c(S(=O)(=O)N2CCOCC2)c1
    30	-1	9	7	8	13	17	-7	8	-20	-10
- CC(C)Cn1c(-c2ccco2)n[nH]c1=S
    3	-1	8	25	23	14	-10	-5	-5	1	-11
- O=C(O)Cn1cc(/C=C2/NC(=O)N(c3ccc(Cl)cc3)C2=O)c2ccccc21
    -18	-6	-11	7	6	-22	-11	-15	-11	10	-17
- Cc1cccc(C(=O)N2CCN(CCNC(=O)C(=O)Nc3ccc(F)cc3)CC2)c1
    10	0	-8	-5	-5	-9	-3	-9	-11	-20	3
- CC(=O)Nc1ccc(S(=O)(=O)NC2CCSc3ccccc32)cc1 (stereo not given)
    9	-2	9	8	-1	18	11	-11	-1	6	-18
- COc1ccc(C(=O)Nc2cccc3c2CCCC3)cc1OC
    -4	9	4	13	2	1	27	2	-10	-13	5
- CC(C)C(=O)Nc1cccc(-c2nc3ccccc3o2)c1
    -2	-11	-46	1	-2	-15	0	-14	6	7	-21
- O=C1NC(c2ccccc2)=C(c2ccc3ccccc3n2)C(c2ccc(F)cc2)N1 (stereo not given)
    -2	-18	-8	7	11	1	-4	4	-5	6	-7
- O=C(CSc1nc2ncccc2[nH]1)Nc1c(F)cc(F)cc1Br
    10	-10	-5	13	3	-12	16	6	12	-10	17
- CSc1ncnc2sc(C)c(C)c12
    2	-5	-11	2	14	3	-1	-3	-8	0	-67
- CCS(=O)(=O)Nc1ccc(-c2nc3cccnc3s2)cc1
    -23	-8	44	69*	-85	3	6	-25	-15	-3	-27
- CCC(CO)Oc1cc(NCc2ccc(F)cc2)c2ncn(C(C)C)c2c1 (stereo not given)
    7	-4	-10	-9	14	12	-9	-2	-10	1	-3
- CC(=O)Nc1ccc(S(=O)(=O)N(C)CC(=O)NNC(=O)c2cccs2)cc1
    -18	-6	8	8	-13	-1	-1	2	-20	-3	-23
- Cc1ccc(N2CC(O)CSC2=Nc2ccccc2)cc1 (stereo not given)
    3	-8	-3	-6	31	-4	20	-8	-5	-16	-23
- COc1ccc(C(=O)NCc2nnc(SCC(=O)NC3CCCC3)o2)cc1
    -10	-2	-17	2	-32	11	-28	-29	-11	21	3

# Results in TWEAK-Fn14 inh and KKLEB tox (2 entries from above):
canonical_smiles	TWEAK-Fn14 inh	KKLEB tox
Cc1ccc(N2CC(O)CSC2=Nc2ccccc2)cc1 (stereo not given)	-6	-16
COc1ccc(C(=O)NCc2nnc(SCC(=O)NC3CCCC3)o2)cc1	2	21

# Carrying on:
# The line under a structure holds: NR2F2 inh	EBV LMP1 NFkB	TROY signal inh	TWEAK-Fn14 inh	NR5A2 inv ag	Shn3 3UTR inh	CF NFkB block	SRC3 inh	TRAIL sens C8	KKLEB tox	NCOA1 inh
- C=CCn1c(SCC(=O)Nc2cc(C)on2)nc2sc(CC)cc2c1=O
    -2	7	18	-14	4	20	-2	-16	-2	-6	17
- CCc1nc2c(OCC3CCCCC3)cccn2c1N(C)C(=O)c1ccccc1F
    1	.	3	11	-6	-10	25	-14	13	-11	-21
- Cc1cc(F)c(F)c(C(=O)NC2CC2)c1Cl
    -19	-15	-8	-5	-9	6	14	-7	1	-2	-7
- CCN1C(=O)/C(=C/c2nc3ccccc3c(=O)[nH]2)c2ccccc21
    1	3	-10	20	-17	1	7	4	7	-14	-5
- COc1ccc(OC)c(Nc2cc(C(=O)NCCCN3CCOCC3)c3ccccc3n2)c1
    -21	-10	20	37	18	9	7	-3	2	-2	8
- CCc1sc(N(C(=O)Cc2ccccc2)c2ccccc2F)nc1-c1ccc(C)cc1
    -20	10	-10	-11	4	35	18	3	3	-15	6
- Cc1cccc(NC(=S)NC(=O)/C=C/c2ccco2)n1
    -40	-25	-3	-7	-68	-41	1	-10	-2	-4	-15
- N=c1n(CCN2CCCCC2)c2ccccc2n1CC(O)c1ccc(Cl)c(Cl)c1 (stereo not given)
    1	-10	-8	-33	20	7	22	5	32	-14	-16
- CCCCCN(C(=O)CCC(=O)OCC(=O)c1ccc(C(C)CC)cc1)c1c(N)n(CCCC)c(=O)[nH]c1=O (stereo not given)
    .	-1	-17	-25	-1	10	15	-4	28	-19	-10
- O=c1[nH]nnc2cc(Cl)ccc12
    8	-3	7	18	1	0	-4	2	6	-1	13
- COC(=O)c1oc2ccccc2c1NC(=O)/C=C/C(=O)O
    -10	0	-10	11	5	6	11	10	-2	-3	7
- CCOc1ccc(OCCC(=O)Nc2ccc(F)cc2C)cc1
    5	-12	14	-17	12	-1	3	6	-1	4	5
- O=C1c2cccnc2C(Nc2ccc(F)c(Cl)c2)N1Cc1cccs1 (stereo not given)
    20	-4	5	-10	1	7	3	8	-5	7	-5
- COc1ccc(N2CS(=O)(=O)/C(=C/N(C)C)C2=O)cc1
    -36	-13	-58	5	-88	-43	-3	-85	8	4	-82
- CCCCn1cnc2c(SCCc3ccccc3)nc(N)nc21
    -22	-6	-51	-40	-56	6	12	-22	12	-12	-8
- N#CC(C(=O)c1ccc(S(=O)(=O)N2CCCCCC2)cc1)c1nc2ccccc2[nH]1 (stereo not given)
    -5	0	52*	-28	1	12	16	11	10	-11	3
- O=C(Cc1ccccc1)N(c1ccc(F)cc1)C1C=CS(=O)(=O)C1 (stereo not given)
    -4	4	15	-10	3	-8	14	18	-24	-11	-1
- Cc1ccc(C(=O)OCC(=O)NCCNC(=O)COC(=O)c2ccc(C)s2)s1
    -5	-2	-2	-12	-15	9	8	6	4	-17	-5
- O=C(Cn1c(=O)oc2cc(S(=O)(=O)N3CCCC3)ccc21)NC1CCCCC1
    1	7	-14	-8	11	-8	31	-12	6	4	-3
- O=C(CN1C(=O)NC(Cc2c[nH]c3ccccc23)C1=O)Nc1cccc(S(=O)(=O)N2CCCCCC2)c1 (stereo not given)
    3	7	22	48	8	9	23	3	14	-10	13
- CC1=C/C(=C(/c2cc(C)c(O)c(Br)c2)c2ccccc2S(=O)(=O)O)C=C(Br)C1=O
    18	21	11	30	9	32	-12	3	17	4	13
- O=C(Cc1ccc([N+](=O)[O-])cc1)Nc1ccc(O)cc1C(=O)O
    1	-4	4	-1	2	15	-4	17	23	3	5
- c1cc2c(cc1-c1[nH]ncc1CN1CC3C[C@@H]4CC1C[C@H](C3)C4)OCO2
    7	8	-3	1	7	56	3	4	1	-4	-17
- CN(Cc1ccc(F)cc1)C(=O)c1cccc(OC2CCN(C3CCCC3)CC2)c1
    0	2	7	-11	2	-8	-14	10	1	6	-13
- COc1ccc(C(=O)OCC(=O)c2c[nH]c3ccccc23)c(OC)c1
    -12	-32	-25	1	-83	-43	-6	-34	5	33	-178
- O=C(CCSCCC(=O)NCc1cccs1)NCc1cccs1
    15	1	.	9	10	7	2	8	2	8	2
- N#Cc1c(F)cccc1N1CCN(Cc2ccc3c(c2)OCO3)CC1
    10	4	15	0	11	16	5	-4	-3	-16	3
- Cc1cc(NC(=S)N(CCCN2CCOCC2)Cc2ccco2)ccc1Cl
    10	-11	0	-9	6	2	16	9	0	-8	10
- O=C(CCC(=O)c1cccs1)OCC(=O)c1ccccc1
    -6	3	-39	-18	9	-8	-7	-8	-1	8	-39
- COc1ccc(C(C)(C)C)cc1S(=O)(=O)N1CCC(C(N)=O)CC1
    3	1	9	0	12	-11	1	-5	-2	2	0
- O=C1CCc2nc3ccccc3c(=O)n2N1
    .	1	13	-13	-11	.	-5	-10	-11	10	-3
- C/C(CC(=O)Nc1ccc(Cl)cc1C(F)(F)F)=N\NC(=O)c1ccccn1
    -42	1	-32	-13	-127	-68	-9	-64	-1	23	-83
- C[C@]12c3[nH]c4ccccc4c3CCN1C(=O)C(CC(=O)NCC13CC4CC(CC(C4)C1)C3)C[C@@H]2C(=O)N1CCOCC1 (stereo not given in full)
    4	-10	2	12	6	-32	0	10	7	8	-10

# Screening results: PubChem, several laboratories

# The list is partial, so the mix of outcomes need not match the whole.
